Dynein cargo inh: inhibitors of GR-EGFP nuclear translocation, primary screen, dynein cargo transport inhibitor project, imaging, high-content, 3617.4 mouse cells | hit rate 0.47% among 220,000 | test concentration mostly 20 µM; stimulated with dexamethasone, 1 µM; stronger effect = lower value | z-score, hits read low | AID 1381, 2008;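 active = plate z-score of nuclear minus cytoplasmic receptor signal below a set negative limit, without overly bright fluorescence or cell loss, cut at about -3.5 in these data, passing the limit was not always enough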;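 note: z-score of nuclear minus cytoplasmic ring GR-EGFP intensity difference per well; some compounds called inactive have numbers as strong as hits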
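Buffer or medium: tet-free, stripped-serum medium; reagent: dexamethasone at 1.0 µM final, 30 min; incubation: 48 h induction, 1 h compound, 30 min dex at 37 °C; measured by: formaldehyde fixation, Hoechst nuclear stain, 10x automated fluorescence imaging; read-out: nuclear-to-cytoplasmic GR-EGFP distribution per well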
T cell modulator: modulators of CD8 T cell-vesicle binding, primary screen, mouse 2C CD8+ T cells, flow cytometry | 2C CD8+ T cell-vesicle binding; stronger effect = lower value | calls only at 7 µM | hit rate 0.068% among 330,000 | AID 2052, 2009;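 active = response, share of CD8 T cells binding vesicles, and their 90th percentile fluorescence all below set limits, cut at about 80% in these data, passing the limit was not always enough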
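Material: murine 2C transgenic CD8+ T lymphocytes / Also added: QL9-peptide-loaded Drosophila micro-vesicles bearing Ld, ICAM-1 and B7-1 / Schedule: binding step 1.5 h, 37 °C, antibody labelling 20 min, ice / Signal: flow cytometry, PE anti-B7-1 (FL2) versus Alexa647 anti-CD8 (FL8), PFA-fixed / Evaluation: percent CD8+ FL2 mean versus row control / Benchmarks: naked versus QL9-loaded vesicles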
Insulin prom up: insulin promoter activators in MIN6 cells, imaging, high-content screening, mouse beta cells. z-score at 5 µM. hit rate 0.3% among 190,000. AID 1625, 2009. MIN6 insulin promoter-GFP reporter; stronger effect = higher value;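 active = z-score above 3 at 5 µM with at least 500 cells counted in the well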
MT stabilize HCS: microtubule stabilizers in HeLa cells, primary screen, imaging, high-content imaging; HeLa tubulin immunostaining HCS, 24 h; share of cells brighter than vehicle mean+2SD; % tubulin-high responders, % at 10 µM; hit rate 0.83% among 200,000;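 active = plate Z-score above 3 for both tubulin-high and condensed-nucleus cell shares, with cell loss under 80%, at 10 µM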;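 note: anti alpha tubulin signal scored within the nucleus-defined area of each cell; some results filed as inactive read as strong as hits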
b-catenin transl: modulators of beta-catenin nuclear translocation, primary screen, imaging, HeLa cells, immunofluorescence, high-content; nuclear translocation activity, % at 5 µM; hit rate 0.3% among 190,000; AID 1665, 2009;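 active = nuclear translocation activity above 50% at 5 µM, with a well cell count of 50 or more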;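 note: per-cell ratio of nuclear to cytoplasmic median beta-catenin stain intensity; plate controls were DMSO negative control for no effect and GSK-3 inhibitor IX positive control for full effect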
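Test system: human HeLa cells, endogenous beta-catenin. Times: 24 h compound exposure, 37°C. Measured by: beta-catenin immunofluorescence imaging with DAPI.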
PMI inhibitors: inhibitors of human PMI, primary screen, biochemical, fluorescence intensity, coupled assay (AID 1209) | Mannose-6-phosphate isomerase (Homo sapiens) | purified PMI enzyme, coupled fluorescence intensity; higher % means a stronger effect | inhibition, % at 20 µM, or IC50 in µM where a hit was titrated | hit rate 0.42% among 190,000; in the data active = inhibition above about 50%;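 note: plate controls were DMSO vehicle for no effect and wells lacking substrate for full effect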
Lipid droplet: inhibitors of hepatocyte lipid droplet formation, primary screen, imaging, high-throughput imaging, BODIPY stain | AML12 mouse hepatocytes, oleate lipid droplets | inhibition, % at 6.5 µM | hit rate 0.4% among 240,000 | AID 1656, 2009;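 active = lipid droplet intensity inhibited by at least 50%, with more than 500 cells counted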
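Technique: fluorescence imaging, 20x objective, two fields per well / Assay system: AML12 hepatocytes (mouse) / Measure: % inhibition of lipid droplet signal / Doses: 6.5 µM single-point dosing / Incubation: overnight exposure / Reagent: 100 µM oleic acid challenge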
TNAP activators: human TNAP enzyme activators, primary screen, biochemical, luminescent, no phosphate acceptor, uHTS (AID 1001); Alkaline phosphatase, tissue-nonspecific isozyme (Homo sapiens); purified TNAP, luminescent activation assay, no phosphate acceptor; higher activation fold means a stronger effect; activation fold at 20 µM; hits with a dose series show EC50 in µM; hit rate 0.03% among 200,000; in the data active = activation fold from about 3, or a potency from the dose series; inactive = the rest, 99 in 100 with activation fold below about 1.6; note: many of its hits are not listed in these tables
Myeloid diff 2: induction of myeloid progenitor differentiation, primary screen, cell-based, flow cytometry, MLPCN library | ER-HoxA9 myeloid progenitors, lysozyme-GFP differentiation | calls only at 10 µM | AID 624256, 2012 | hit rate 1% among 360,000;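 active = normalized GFP-positive differentiation at or above the plate's own cutoff, the solvent-only control mean plus 3 SD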;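 note: cells exposed to compound for four days before flow analysis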
Dynein cargo inh cytoplasmic EGFP: further read-out of Dynein cargo inh, marked with its call; z-score; measured here: cytoplasmic GR-EGFP intensity; stronger effect = higher value
Dynein cargo inh nuclear GR-EGFP: recorded beside Dynein cargo inh, whose call it bears; z-score; measured here: nuclear GR-EGFP intensity;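 lower value marks the stronger effect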
Dynein cargo inh cell count: second read-out of Dynein cargo inh, no call of its own (marks repeat the call); z-score; measured here: cell count per field
Insulin prom up cell count: recorded beside Insulin prom up, whose call it bears; cell count; measured here: cytotoxicity, nuclei count;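 total cells summed across four imaged fields per well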
Lipid droplet cells 6.5 µM: also measured in Lipid droplet; calls as there; cell count; measured here: cell count, cytotoxicity flag;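 cells counted across two imaged fields per well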
b-catenin transl cell count 5 µM: further read-out of b-catenin transl, marked with its call; cell count; measured here: cell count, cytotoxicity flag
T cell modulator vesicle-bound %: also measured in T cell modulator; calls as there; double positive events, %; measured here: CD8+ vesicle-bound cell fraction;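 binding gate set so that unloaded-vesicle control wells show 10% double positive cells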
MT stabilize HCS Hoechst-high %: further read-out of MT stabilize HCS, marked with its call; % Hoechst-high responders; measured here: nuclear condensation Hoechst responders;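 share of cells brighter than vehicle mean plus two SD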
MT stabilize HCS cytotoxicity %: further read-out of MT stabilize HCS, marked with its call; toxicity, %; measured here: cytotoxicity by cell density;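 0% = mean cell density of plate MIN control wells and 100% = no cells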
Myeloid diff 2 GFP+ MAC1+ %: second read-out of Myeloid diff 2, no call of its own (marks repeat the call); GFP+ MAC1+ double positive, %; measured here: differentiation confirmed by MAC1 staining
Active calls of the source: *; i = inactive; nt = not tested or not shown.

compound,T cell modulator,Dynein cargo inh cell count,b-catenin transl cell count 5 µM,b-catenin transl,Insulin prom up,Lipid droplet cells 6.5 µM,MT stabilize HCS cytotoxicity %,TNAP activators,MT stabilize HCS Hoechst-high %,Dynein cargo inh cytoplasmic EGFP,Insulin prom up cell count,MT stabilize HCS,Lipid droplet,Myeloid diff 2,Dynein cargo inh nuclear GR-EGFP,PMI inhibitors,T cell modulator vesicle-bound %,Myeloid diff 2 GFP+ MAC1+ %,Dynein cargo inh
CCOc1ccc(OCC)c(S(=O)(=O)N2CCOCC2)c1,i,0.16,1081,-2.1,0.72,733,4.7,1.1,1.1,-0.29,1500,0.7,3,i,0.2,-2%,55,0.0,0.58
N#CC1=C2Sc3ccccc3N2CCCC1=O,i,-0.86,634,2.9,-0.92,nt,5.4,1.1,1.3,-0.14,811,1.5,nt,i,0.6,-1%,24,3.1,1.7
Cc1ccccc1NC(=O)CSc1nc2cc3c(cc2cc1C)CCC3,i,0.075,nt,nt,nt,nt,57*,1.1,54*,-0.24,nt,36*,nt,nt,0.24,-6%,31,nt,0.13
COc1ccccc1NC(=O)c1nnn(Cc2ccccc2)c1NC(C)=O,i,0.33,1427,0.3,0.51,nt,7.3,1.1,2.5,-0.2,1437,3.9,nt,i,-0.29,2%,26,0.5,-0.92
Cc1ccc(SCCC(=O)N2CCOCC2)cc1,i,-0.27,nt,nt,nt,727,4.4,1.2,1.2,-0.24,nt,2.0,14,i,-0.11,2%,29,1.8,-0.35
O=C(Cn1c(=S)[nH]c2ccccc2c1=O)N1CCN(c2ccccc2)CC1,i,-1.1,1046,-1.1,-0.47,697,1.7,1,2.4,0.16,1303,2.8,2,i,0.26,1%,45,0.4,0.02
O=C1NCCCC1C(=O)N/N=C/c1cc([N+](=O)[O-])ccc1O (stereo not drawn),i,0.048,1309,-0.3,-0.92,692,nt,nt,nt,-0.23,1031,nt,-2,i,0.63,nt,31,0.0,0.19
C/C=C\C=C/C(=O)Nc1cccc(C2=NOC3(C2)C[C@@H](C(N)=O)N(C(=O)c2ccc(Cl)cc2)C3)c1 (stereo partly drawn),i,-0.71,1068,-0.4,1.2,nt,nt,nt,nt,-0.68,593,nt,nt,i,0.83,nt,24,1.8,1.3
C=CCOC(=O)N1CCN(c2cccc(C(F)(F)F)c2)CC1,i,-0.13,1015,-3.6,nt,nt,3.4,1.1,2.0,-0.17,nt,1.2,nt,i,-0.2,9%,27,0.8,-0.98
O=C(CCCc1cccs1)Nc1nccs1,i,0.00056,1073,-3.1,0.03,650,6.6,1,1.1,-0.076,1567,1.7,1,i,-0.12,-11%,12,0.7,-0.28
C=C(C)C1CC=C(CN2CCC(C(=O)OCC)CC2)CC1 (stereo not drawn),i,-0.88,1016,-3.9,-0.48,nt,17,1.1,3.3,-0.39,1246,6.1,nt,i,0.59,-1%,21,1.4,2.5
COc1ccc(-c2csc(NC(=O)c3cc(=O)c4ccccc4o3)n2)cc1OC,i,0.04,1098,-0.3,-0.86,686,5.0,1,2.9,-0.24,1286,2.3,11,i,0.29,-9%,24,0.6,-0.054
COc1cc(C2C(C#N)=C(N)OC3=C2C(=O)CCC3)c([N+](=O)[O-])cc1OC (stereo not drawn),i,0.13,1399,-1.8,0.23,nt,9.5,1,2.4,-0.2,1665,2.6,nt,i,0.31,24%,31,0.8,-0.27
CCCCN1CCc2c([nH]c3ccccc23)C1=O,i,0.3,1253,-2.4,0.57,779,5.9,1.1,2.3,-0.22,1302,5.0,3,i,-0.029,6%,54,0.3,-0.72
COc1cc(OC)cc(C(=O)N[C@H](C(=O)Nc2cccc(S(=O)(=O)N3CCCC3)c2)C(C)C)c1,i,2.1,1350,-0.6,0.71,627,nt,nt,nt,-0.84,819,nt,0,i,-0.34,nt,27,0.6,-0.93
CCOC(=O)C1CCCN(C(=O)c2cc(Nc3ccc(OC)cc3OC)nc3ccccc23)C1 (stereo not drawn),i,0.88,1084,-0.9,-0.32,799,4.3,1.1,2.1,-0.083,801,3.1,-26,i,-0.84,8%,37,0.4,-1.3
Cc1ccsc1/C=N/NC(=O)c1ccco1,i,-0.58,553,-2.0,0.06,677,2.6,1.1,1.7,-0.21,1419,5.2,-9,i,0.18,-2%,44,0.2,0.25
CC(C)NC(=O)COc1ccc(S(=O)(=O)N2CCOCC2)cc1,i,0.26,1255,-7.5,0.2,771,3.6,1.1,1.2,-0.32,856,2.5,-4,i,0.0025,-1%,55,0.2,-0.46
Cc1ccc2cc(CN(Cc3nnnn3C3CCCC3)C3CCCCC3)c(=O)[nH]c2c1C,nt,0.046,846,-0.1,-0.06,nt,7.8,1.1,1.5,-0.12,1196,4.7,nt,i,0.44,-1%,nt,7.3,-0.58
Fc1ccc(C2=Nn3c(Cc4ccccc4)nnc3SC2)cc1,i,0.29,1361,-2.0,0.74,nt,8.3,1,1.6,-0.21,1442,1.8,nt,i,-0.48,11%,39,3.3,-0.78

New compounds follow.
compound,T cell modulator,Dynein cargo inh cell count,b-catenin transl cell count 5 µM,b-catenin transl,Insulin prom up,Lipid droplet cells 6.5 µM,MT stabilize HCS cytotoxicity %,TNAP activators,MT stabilize HCS Hoechst-high %,Dynein cargo inh cytoplasmic EGFP,Insulin prom up cell count,MT stabilize HCS,Lipid droplet,Myeloid diff 2,Dynein cargo inh nuclear GR-EGFP,PMI inhibitors,T cell modulator vesicle-bound %,Myeloid diff 2 GFP+ MAC1+ %,Dynein cargo inh
COc1ccc(C(C)=O)cc1COC(=O)c1ccc(N)c([N+](=O)[O-])c1,i,-1.7,1065,-3.0,-0.51,689,5.0,1,2.1,-0.24,1110,2.5,-6,i,0.32,-6%,8,0.7,1
COC(=O)CC1C(=O)NC2CCCCC2N1C(=O)c1ccccc1 (stereo not drawn),i,-0.32,1100,-5.0,1.9,771,6.3,1.1,2.5,-0.2,1038,2.7,3,i,0.1,11%,32,0.7,0.072
Cc1ccccc1OC(C)c1nc(-c2ccccc2)no1 (stereo not drawn),i,-0.56,nt,nt,nt,664,7.2,1.1,2.1,-0.23,nt,3.7,-5,i,-0.53,4%,43,1.0,-0.71
Cc1c(NCc2ccccc2O)c(=O)n(-c2ccccc2)n1C,i,0.53,1316,-1.3,0.03,749,nt,nt,nt,-0.15,1150,nt,19,i,-0.15,nt,30,1.0,-0.27
CC(C)CCOc1ccc(NC(=O)C2OC3OC(C)(C)OC3C3OC(C)(C)OC23)cc1 (stereo not drawn),i,0.55,1370,2.0,0.03,nt,2.9,1,2.3,-0.2,1596,2.9,nt,i,0.71,8%,25,2.1,0.3
COc1ccc2oc(=O)c(C(=O)N3c4ccccc4CC3C)cc2c1 (stereo not drawn),i,0.28,1258,1.3,-1,772,3.3,1.2,1.9,-0.062,802,1.3,-2,i,-0.13,-3%,45,8.2,-0.078
O=C(Cc1ccccc1F)OCC(=O)N1CCc2ccccc21,i,-1.1,1026,-0.1,-0.02,661,8.7,1,1.9,0.61,1262,2.1,-16,i,0.026,3%,52,0.8,-0.68
O=C1CC2C(=O)NCCN2C(=NC(=O)c2ccccc2)N1 (stereo not drawn),i,1.4,1057,-0.9,0.82,727,4.9,1.1,1.8,-0.33,1535,1.4,3,i,-0.71,5%,29,0.4,-1
CCCOc1ccc(-c2nnn(CC(=O)N3CCCCC3)n2)cc1,i,0.009,1288,1.7,0.48,683,nt,nt,nt,-0.75,1043,nt,19,i,-0.39,nt,28,0.4,-0.35

High-throughput results from PubChem BioAssay.
